Source: PubChem
STAT3 inh = STAT3 signaling inhibition | U3A cells, IL-6 STAT3-luciferase reporter, luminescence; host cell line lacks STAT1 | inhibition, % at 5.5 µM | actives 0.89% (n = 190,000);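 active = inhibition above the mean inhibition across all screened compounds plus 3 SD, cut at about 44% in these data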;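 note: 0% = DMSO only wells and 100% = 100 µM nifuroxazide control wells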
TNAP act hi DEA = activators of human TNAP at high phosphate acceptor concentration | 200,000 tested, under 10 active | activation factor at 20 µM | P05186 | purified TNAP, CDP-star luminescence, 1 M DEA, 30 min; stronger effect = higher value; 0 = EDTA background, 1 = DMSO-only activity | AID 1136;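 active = activation factor at least 2 at 20 µM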
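Assay system: human TNAP; Input: enzyme diluted 1/800 final; Reagent: CDP-star luminogenic substrate at 100 µM final; Timing: 30 min, room temperature; Signal: luminescence; Evaluation: TNAP activation factor scaled between EDTA and DMSO control wells.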
SRC2 TRFRET art = flags TR-FRET format artefacts in PPARgamma SRC-2 recruitment agonist screen; TR-FRET artefact counter-screen; stronger effect = higher value; TR-FRET ratio at 8 µM; actives 0.4% (n = 200,000); in the data active = TR-FRET ratio above about 2000; note: inactives centre near 1500
PPARg SRC-1 ag = PPARgamma-driven SRC-1 recruitment agonism; P37231; PPARgamma-SRC-1 coactivator recruitment biochemical assay; activation, % at 8 µM; actives 0.41% (n = 200,000); in the data active = activation above about 19%;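 note: 0% = DMSO and 100% = reference agonist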
PPARg SRC-3 ag = promotes SRC-3 coactivator recruitment by human PPARgamma; biochemical PPARgamma/SRC-3 coactivator recruitment assay; P37231; actives 0.26% (n = 200,000); activation, % at 8 µM; in the data active = activation above about 23%;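 note: 0% = DMSO and 100% = reference agonist; some compounds past the cut are filed as inactive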
PPARg SRC2 recr = agonists of SRC-2 recruitment by human PPARgamma; activation, % at 8 µM; P37231; actives 0.34% (n = 200,000); PPARgamma LBD-SRC-2 recruitment, biochemical; in the data active = activation above about 22%;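 note: 0% = vehicle and 100% = reference agonist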
STAT3 act = activators of IL-6 induced STAT3 signaling | U3A cells, IL-6 STAT3-luciferase reporter, luminescence; 100% = signal with IL-6 EC80 alone | activation (% of control), % at 5.6 µM | actives 0.91% (n = 190,000) | AID 871;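 active = activation above the screen-wide mean of compound activation plus 3 SD, cut at about 130% in these data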;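 note: 0% = background luminescence of wells with medium and substrate only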
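Test system: Human STAT1-deficient U3A cells with stable STAT3-luciferase reporter | Also added: Interleukin-6, 33 ng/mL | Timing: Compound pre-incubation 1 h before IL-6, then 6 h stimulation at 37 °C | Technique: Luciferase reporter luminescence | Read-out: Percent of IL-6-only median luminescence | Benchmarks: IL-6-only wells as 100% reference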
STAT1 blocker = reduces IFN-gamma driven STAT1 reporter signal. NIH 3T3 STAT1-luciferase reporter, luminescence. inhibition, % at 5.5 µM. actives 0.35% (n = 200,000);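 active = inhibition above a set limit, the mean inhibition across all tested compounds plus 3 SD, cut at about 34% in these data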;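 note: 0% = IFN-gamma with DMSO and 100% = IFN-gamma with 300 µM nifuroxazide; values of inactives mirror those of a sister screen read the other way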
bIAP inhibitor = intestinal alkaline phosphatase (bovine) inhibition | 190,000 tested, under 10 active | inhibition, % at 20 µM | purified bovine IAP, CDP-star luminescence, 30 min;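 active = over 50% inhibition of intestinal alkaline phosphatase at 20 µM in the single-dose screen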
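System: purified bovine intestinal alkaline phosphatase (IAP) enzyme; Input: IAP diluted 1/65,000,000 in the well; Measured by: CDP-star luminescence signal; Compound dosing: 20 µM single dose; Incubation: 30 min reaction at room temperature.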
ROMK mod = modulators of human ROMK potassium channel. B-score at 10 µM. actives 2% (n = 130,000). P48048. Tet-inducible ROMK, thallium flux fluorescence; actives lie on both sides. AID 1918;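 active = signal ratio slope over the read window, or its plate-corrected B-score, at least 3 SD from the plate mean, either direction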;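 note: B-score of the F/F0 ratio slope over 7 to 12 s after thallium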
Target sequence (P48048 whole entry, looked up): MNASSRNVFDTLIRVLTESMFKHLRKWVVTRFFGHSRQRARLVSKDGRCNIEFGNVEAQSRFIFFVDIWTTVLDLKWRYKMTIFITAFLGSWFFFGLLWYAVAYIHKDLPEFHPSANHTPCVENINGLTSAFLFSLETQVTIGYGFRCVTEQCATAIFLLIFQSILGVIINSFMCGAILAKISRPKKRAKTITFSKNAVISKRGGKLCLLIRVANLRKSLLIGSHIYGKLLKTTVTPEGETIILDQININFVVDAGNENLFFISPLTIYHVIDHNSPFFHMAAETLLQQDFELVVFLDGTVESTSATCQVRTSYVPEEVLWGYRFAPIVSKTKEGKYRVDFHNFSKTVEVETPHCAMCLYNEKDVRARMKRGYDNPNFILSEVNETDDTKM
bIAP act = increases bovine intestinal alkaline phosphatase activity | purified bovine IAP, CDP-star luminescence, 30 min; stronger effect = higher value; fold of DMSO-control signal, blank-subtracted | activation factor at 20 µM | actives 0.17% (n = 200,000) | AID 1016;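 active = activation factor of 2 or more at 20 µM, a signal rise over negative controls twice the positive control's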
* hit, by the source's call; · = no result given.

#1 COc1ccc(C(=O)n2cc(C(=O)c3cc(C)ccc3O)cn2)cc1
#2 COc1ccc(N2CCN(C(=O)CSc3nnc(COc4cccc5cccnc45)o3)CC2)cc1
#3 O=C(Nc1ccccc1)c1ccc(Nc2c([N+](=O)[O-])cc([N+](=O)[O-])c3ccccc23)cc1
#4 CN(CC(=O)NC1CC(C)(C)NC(C)(C)C1)S(=O)(=O)c1cc(Cl)ccc1Cl
#5 CC(C)(C)c1cc(=O)n2[nH]c(N)nc2n1
#6 CCCCSc1nc(C)nc2c1c(=O)n(C)c(=O)n2C

assay / entry,1,2,3,4,5,6
STAT3 inh,0,3,10,8,12,17
TNAP act hi DEA,1,1,0.8,1,1.1,1
SRC2 TRFRET art,1554,1395,1522,1595,1414,1678
PPARg SRC-1 ag,5,-2,0,-2,3,2
PPARg SRC-3 ag,1,-13,0,3,3,-1
PPARg SRC2 recr,-2,4,1,2,0,10
STAT3 act,98,98,91,98,94,93
STAT1 blocker,-6,0,-1,-2,6,-12
bIAP inhibitor,-2,-1,0,-12,-17,6
ROMK mod,0.13,-0.58,·,1,0.34,·
bIAP act,1,1,1,1.1,1.2,0.9

Fetched by compound from above:
#6 CCCCSc1nc(C)nc2c1c(=O)n(C)c(=O)n2C
#3 O=C(Nc1ccccc1)c1ccc(Nc2c([N+](=O)[O-])cc([N+](=O)[O-])c3ccccc23)cc1

assay / entry,6,3
STAT3 inh,17,10
TNAP act hi DEA,1,0.8
SRC2 TRFRET art,1678,1522
PPARg SRC-1 ag,2,0
PPARg SRC-3 ag,-1,0
PPARg SRC2 recr,10,1
STAT3 act,93,91
STAT1 blocker,-12,-1
bIAP inhibitor,6,0
ROMK mod,·,·
bIAP act,0.9,1

Next records
#7 C/C(=C\C(=O)c1ccc(Br)cc1)NCc1ccc2c(c1)OCO2
#8 CCn1c(CNC(=O)c2ccc(OC)c(OC)c2)nnc1SCC(=O)Nc1ccc(OC)cc1
#9 CS/C(=C\[N+](=O)[O-])Nc1ccc(Cl)cc1
#10 C=CCN=C1CC(C)(C)C(C(=O)OC)C(O)=C1C(=O)CCC (centres undefined)
#11 CN(C)CCCCOc1ccc(F)cc1
#12 COc1ccc(-c2csc3nc(C)nc(N4CCCCC4)c23)cc1OC

assay / entry,7,8,9,10,11,12
STAT3 inh,10,23,-7,-12,6,6
TNAP act hi DEA,1,1.1,1,1,1.1,1
SRC2 TRFRET art,1665,1411,1592,1608,1567,1623
PPARg SRC-1 ag,-3,4,3,0,-3,12
PPARg SRC-3 ag,0,1,2,-3,-3,2
PPARg SRC2 recr,3,1,5,-1,3,0
STAT3 act,102,83,107,116,100,96
STAT1 blocker,-11,-9,6,1,3,5
bIAP inhibitor,41,-14,8,4,19,1
ROMK mod,·,-0.57,-1.4,1.1,0.47,0.66
bIAP act,0.6,1.1,0.9,1,0.8,1

#13 CCOC(=O)C(C)Sc1ncc(-c2ccc(Cl)cc2)cn1 (centres undefined)
#14 C/C(=N\NS(=O)(=O)c1ccccc1)c1cc(Cl)cc(Cl)c1O
#15 COc1cccc(NC(=O)C2C3CCC4C(CCC32)C4(Cl)Cl)c1 (centres undefined)
#16 Nc1nnc(Cc2c[nH]c3ccccc23)s1
#17 CCC(=O)Nc1cc(-c2nn(C)c(=O)c3ccccc23)ccc1OC
#18 Cc1cnc(N)c2c(=O)oc3ccccc3c12

assay / entry,13,14,15,16,17,18
STAT3 inh,21,3,6,-41,2,-8
TNAP act hi DEA,1,1.1,1,1.1,1.1,1
SRC2 TRFRET art,1668,1556,1735,1253,1609,2018*
PPARg SRC-1 ag,3,4,0,-11,8,1
PPARg SRC-3 ag,11,-6,3,-3,1,7
PPARg SRC2 recr,8,-8,3,-11,8,5
STAT3 act,87,99,98,143*,100,115
STAT1 blocker,5,0,-10,11,22,-8
bIAP inhibitor,2,4,-5,18,22,5
ROMK mod,-0.86,1.7,-0.17,·,·,·
bIAP act,1,1,1,0.8,0.8,0.9

#19 O=C(Cn1c(=O)n(Cc2ccco2)c(=O)c2c3c(sc21)CCCCC3)Nc1ccccc1
#20 O=C(NCc1ccc(Cl)cc1)c1cccnc1
#21 CN(C)C(=O)N1CCCC(C(=O)NCc2cccs2)C1 (centres undefined)
#22 COc1ccc(CC(NC(C)=O)C(=O)NC2CCN(C(=O)c3cnccn3)CC2)cc1 (centres undefined)
#23 N#CC(c1cccc(Cl)c1)c1ccc2c(C(F)(F)F)cc(C(F)(F)F)nc2n1 (centres undefined)
#24 O=C(NCCCc1ccccc1)c1cnc2n(c1=O)CCS2

assay / entry,19,20,21,22,23,24
STAT3 inh,-1,9,4,-2,86*,-14
TNAP act hi DEA,1,1,1,1,0.8,1
SRC2 TRFRET art,1593,1711,1463,1672,1449,1600
PPARg SRC-1 ag,1,8,8,1,0,0
PPARg SRC-3 ag,-7,8,0,7,-5,8
PPARg SRC2 recr,1,5,8,0,-4,-2
STAT3 act,102,99,101,104,29,115
STAT1 blocker,10,0,-1,-1,61*,-38
bIAP inhibitor,-14,4,10,-4,22,5
ROMK mod,·,-0.85,·,·,3.2*,0.22
bIAP act,1.1,1,0.9,1,0.8,0.9

Excerpt: compounds 14 to 21
#14 C/C(=N\NS(=O)(=O)c1ccccc1)c1cc(Cl)cc(Cl)c1O
#15 COc1cccc(NC(=O)C2C3CCC4C(CCC32)C4(Cl)Cl)c1 (centres undefined)
#16 Nc1nnc(Cc2c[nH]c3ccccc23)s1
#17 CCC(=O)Nc1cc(-c2nn(C)c(=O)c3ccccc23)ccc1OC
#18 Cc1cnc(N)c2c(=O)oc3ccccc3c12
#19 O=C(Cn1c(=O)n(Cc2ccco2)c(=O)c2c3c(sc21)CCCCC3)Nc1ccccc1
#20 O=C(NCc1ccc(Cl)cc1)c1cccnc1
#21 CN(C)C(=O)N1CCCC(C(=O)NCc2cccs2)C1 (centres undefined)

assay / entry,14,15,16,17,18,19,20,21
STAT3 inh,3,6,-41,2,-8,-1,9,4
TNAP act hi DEA,1.1,1,1.1,1.1,1,1,1,1
SRC2 TRFRET art,1556,1735,1253,1609,2018*,1593,1711,1463
PPARg SRC-1 ag,4,0,-11,8,1,1,8,8
PPARg SRC-3 ag,-6,3,-3,1,7,-7,8,0
PPARg SRC2 recr,-8,3,-11,8,5,1,5,8
STAT3 act,99,98,143*,100,115,102,99,101
STAT1 blocker,0,-10,11,22,-8,10,0,-1
bIAP inhibitor,4,-5,18,22,5,-14,4,10
ROMK mod,1.7,-0.17,·,·,·,·,-0.85,·
bIAP act,1,1,0.8,0.8,0.9,1.1,1,0.9
